BRCA1 expr act = increases BRCA1 expression; MCF7-BRCA1-FFLuc reporter, luminescence, 48 h; response scale: scaled: vehicle 0%, 10 µM genistein 100%; Potency, µM (highest dose often 46.1 µM), for the others: top-dose activation, actives largely listed as activators; 1.1% of 380,000 active; active = well fitted activation curve with a large enough effect; inconclusive = small, poorly fitted or top-dose-only effect; inactive = no such curve, though single readings can be large or run the other way; note: nearly all actives have a fitted effect of over 80% in size; some results filed as inactive show a strong effect at the top dose
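First, MCF7-BRCA1-FFLuc cells (2000/well) attach for 2 h; next, compounds are pin-added and incubated 48 h at 37 °C; finally, luciferase reagent is added and luminescence read after 15 min.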
* marks the source's active call; other numbers are inactive results; ? = inconclusive. Potency is the fitted concentration of half-maximal effect.

SMILES	BRCA1 expr act
CCOC(=O)C1=CCN(S(=O)(=O)c2ccccc2C)C1c1cccc(Br)c1 (configuration not stated)	-35%
NC(Cc1ccccc1)c1csc(NC(=O)c2cccc(OC(F)(F)F)c2)n1 (configuration not stated)	-68%
Cc1nn(S(=O)(=O)c2ccc(F)cc2)c(C)c1S(=O)(=O)N1CCCCCC1	7%
Cc1ccccc1OCC(=O)NCC(=O)OCc1ccc2ccccc2c1	4%
FC(F)(F)c1cccc(-c2cc3nc(NCCCn4ccnc4)ccn3n2)c1	32%
Cc1cccc(N2CCN(c3ncnc4onc(C)c34)CC2)c1C	1%
CC1(C(=O)NS(=O)(=O)c2cccc(C#N)c2)CCN1C(=O)c1ccc(C2CCCCC2)cc1 (configuration not stated)	-17%
CS(=O)(=O)c1ccc(C(=O)OCC(=O)Nc2cc(C(F)(F)F)ccc2Cl)cc1[N+](=O)[O-]	-13%
COc1cc2oc(=O)cc(CN3CCN(C(C)=O)CC3)c2cc1Cl	11%
COc1ccc(C(O)c2ncc(-c3cccc(C(F)(F)F)c3)[nH]2)cc1F (configuration not stated)	-34%
COC(=O)c1ccc(CC2(C)C(=O)Nc3ccc(-c4cccc(C(F)(F)F)c4)cc32)o1 (configuration not stated)	-60%
CCOc1ccc(-c2cc(C)n3nc(C(=O)Nc4cc(Cl)ccc4O)cc3n2)cc1	1%
CC(C)C(N)c1csc(Nc2nncc3ccccc23)n1 (configuration not stated)	?
COc1cc(C)ccc1OCCSc1nc2ccc(NC(=O)c3ccc(F)cc3)cc2s1	0%
CCOc1[nH]c(/N=C/c2ccc(OC)cc2)c(C#N)c1C#N	12%
Cn1nc(C(C)(C)C)cc1C(=O)N1CCC(C)(C(=O)NS(=O)(=O)C2CC2)C1 (configuration not stated)	19%
CC(=O)N1CCN(C(c2ccccc2)c2nnnn2C(C)(C)C)CC1 (configuration not stated)	17%
Cc1cccc(CN2CCN(CC(=O)NCCc3ccc(Cl)cc3)C2=O)c1	3%
CCc1nc2c(cnn2-c2ccc(C)cc2)c(=O)n1Cc1ccccc1	0%
COc1ccc(S(=O)(=O)N(CC(=O)N2CCc3ccccc3C2)c2ccc(C)cc2)cc1	-20%
Cc1ccc(Nc2ncc(C(=O)Nc3ccc(F)cc3F)c3ccccc23)cc1Cl	-4%
Cc1nc2ncnn2c(C)c1CCC(=O)N1CCN(c2ccccc2)CC1	6%
Cn1cc(S(=O)(=O)N2CCCCCC2)cc1C(=O)Nc1ccccc1F	-2%
COc1cc2nc(N3CCCN(C)CC3)nc(Nc3ccncc3)c2cc1OC	-48%
CCOC(=O)C1=CCC(c2cccc(Cl)c2)N(S(=O)(=O)c2ccc(C)cc2)C1 (configuration not stated)	0%
(cont.)
SMILES	BRCA1 expr act
Cc1ccc(NC(=O)C2CCN(S(=O)(=O)c3cccc4nsnc34)CC2)cc1	-8%
CC1(C(=O)NS(=O)(=O)c2ccccc2Cl)CCN1C(=O)c1cccc2ccccc12 (configuration not stated)	5%
FC(F)(F)c1ccccc1Cc1c(-c2ccc(Cl)cc2)nc2ccc(Cl)cn12	44%
CC(C)CCN(Cc1ccco1)C(=O)c1cc2c(Cl)nc3ccccc3c2s1	13%
COc1ccc(C(O)c2nc(-c3cccc4cccnc34)cs2)cc1 (configuration not stated)	8%
COc1cc(OC)cc(-c2nc3nc(C)c(CCC(=O)Nc4cc(C)cc(C)c4)c(C)n3n2)c1	21%
Oc1ccccc1-c1nc2ccc(Cl)cn2c1Nc1ccc2c(c1)OCCO2	-26%
Cc1cccc(C)c1C(O)c1ncc(-c2ccccc2C(F)(F)F)[nH]1 (configuration not stated)	17%
O=C(NCc1cccc(Cl)c1)c1ccc2nc(N3CCCCC3)sc2c1	76%
Cc1nn(-c2ccccn2)c2c1-c1nc(N)sc1CC2	-7%
CC(C)(C)c1ccc(S(=O)(=O)NC(=O)C2(C)CCN2C(=O)c2cccc3ccccc23)cc1 (configuration not stated)	1%
CC1(C(=O)Nc2cccc3cccnc23)CCN1Cc1csc2ccccc12 (configuration not stated)	0%
CCc1ccc(-n2c(=O)c3c4c(sc3n(CC(=O)N3CCC(C)CC3)c2=O)CCC4)cc1	0%
CCOC(=O)C(=O)N(C)c1c(CC)nc2c(OCc3ccc(Cl)cc3)cccn12	14%
COc1cccc(-n2c(=O)c3sc4ccccc4c3n(CC(=O)Nc3ccc(F)cc3F)c2=O)c1	-54%
COc1ccc(-c2cc3nc(C)c(CCC(=O)Nc4ccc(F)cc4F)c(C)n3n2)c(OC)c1	20%
CSc1nn(Cc2ccccc2C)c(NC(C)=O)c1S(=O)(=O)c1ccc(C)cc1	0%
CC(C)(C)n1nnnc1C(c1cc2ccccc2o1)N1CCCCC1 (configuration not stated)	31%
COc1cccc(CN(C)C(=O)CC[C@H]2O[C@@H](n3ccc(=O)[nH]c3=O)[C@H](O)[C@@H]2O)c1	16%
O=C(O)c1cc(-c2ccccc2)nn1Cc1ccccc1	4%
CCc1nc2ccc(C(=O)NCCCN3CCCC3=O)cn2c1N(C)Cc1ccc(OC)cc1	9%
Clc1cccc(-c2nc3ccc(Br)cn3c2Cc2ccccc2)c1	41%
CCCCc1ccc(NC(=O)COc2cccc3c(=O)n(C)ccc23)cc1	0%
COc1ccc(-c2nc3c4ccccc4ccn3c2Cc2cccc(F)c2)cc1OC	-22%
OC[C@@H]1CN(CCNc2ccccc2)C[C@H](n2cnc3c(NCc4ccncc4)ncnc32)O1	0%
Further entries:
SMILES	BRCA1 expr act
CCc1ccccc1NC(=O)CCc1c(C)nc2cc(-c3ccccc3)nn2c1C	7%
COc1ccccc1CNc1nc(NCCNC(C)=O)c2sccc2n1	6%
COc1cccc(-c2cnc3c(NC=O)cc(-c4ccc(O)c(OC)c4)cn23)c1	-73%
c1cc(-c2ccsc2)n2ccnc2c1	8%
Clc1ccc(CCNc2nc3ccccc3c3nc(-c4ccccc4)nn23)cc1	-5%
CCn1c(=O)n(-c2ccc3c(c2)OCO3)c2nc(-c3ccc(C(C)C)cc3)nc(C(N)=O)c21	-3%
O=C(Nc1ccc(F)c(Cl)c1)c1cc(C2CCCCN2C(=O)c2cccs2)on1 (configuration not stated)	-40%
O=S(=O)(c1ccccc1)N1CCN(S(=O)(=O)c2ccccc2)CC1	5%
O=C(Nc1ccc(S(=O)(=O)Nc2nccs2)cc1)c1ccncc1	8%
Nc1[nH]c(C(=O)c2ccccc2)c(-c2ccccc2Br)c1C(=O)NCc1ccc(-c2ccccc2)cc1	-26%
O=C(NCCOCCn1c(=O)oc2ccccc21)Nc1ccc(F)cc1	-4%
CCOc1ccc(Cl)cc1-c1cc(C(=O)NCc2ccccc2)[nH]n1	-27%
COCCCNc1ccn2nc(-c3ccc(OCCN4CCOCC4)cc3)cc2n1	42%
COc1cccc(C(=O)Nc2ccc(-c3nc4ccc(C)cc4s3)cc2)c1OC	?
CC1(C(=O)Nc2ccc(Cl)cc2)Cc2c(-c3cccc(C(F)(F)F)c3)ccnc2O1 (configuration not stated)	-26%
Cc1ccc(/C=C/c2onc(C)c2S(=O)(=O)N2CCC(C(=O)NCC(C)c3ccccc3)CC2)cc1 (configuration not stated)	3%
CN(C)c1c(Br)cc(C=O)cc1Br	12%
Cc1cc(N(CCO)Cc2ccccc2)n2nc(-c3ccc(C(C)(C)C)cc3)nc2n1	3%
CC(=O)N1CCc2c(sc3c2c(=O)n(CCc2ccccc2)c(=O)n3CC(=O)Nc2ccc(C)c(F)c2)C1	-20%
OB(O)c1ccc(Cl)s1	18%
O=C(NCCc1ccc(Cl)cc1)c1cc2c(s1)-c1ccccc1OC2	1%
COc1ccc(NC(=O)c2cc(S(=O)(=O)N3CCCCC3)cn2C)cc1Cl	0%
COc1ccc(-c2cc(NC=O)c3ncc(-c4cccc(C(C)=O)c4)n3c2)cc1	-51%
COc1ccc(C(O)c2ncc(-c3ccccc3)[nH]2)cc1 (configuration not stated)	2%
COc1cc(CN2C[C@@H](CO)O[C@@H](n3cnc4c(NCCN(C)C)ncnc43)C2)cc(OC)c1OC	17%

Taken from the entries so far, 15 compounds:
SMILES	BRCA1 expr act
CCc1ccccc1NC(=O)CCc1c(C)nc2cc(-c3ccccc3)nn2c1C	7%
COc1ccccc1CNc1nc(NCCNC(C)=O)c2sccc2n1	6%
COc1cccc(-c2cnc3c(NC=O)cc(-c4ccc(O)c(OC)c4)cn23)c1	-73%
c1cc(-c2ccsc2)n2ccnc2c1	8%
Clc1ccc(CCNc2nc3ccccc3c3nc(-c4ccccc4)nn23)cc1	-5%
CCn1c(=O)n(-c2ccc3c(c2)OCO3)c2nc(-c3ccc(C(C)C)cc3)nc(C(N)=O)c21	-3%
O=C(Nc1ccc(F)c(Cl)c1)c1cc(C2CCCCN2C(=O)c2cccs2)on1 (configuration not stated)	-40%
O=S(=O)(c1ccccc1)N1CCN(S(=O)(=O)c2ccccc2)CC1	5%
O=C(Nc1ccc(S(=O)(=O)Nc2nccs2)cc1)c1ccncc1	8%
Nc1[nH]c(C(=O)c2ccccc2)c(-c2ccccc2Br)c1C(=O)NCc1ccc(-c2ccccc2)cc1	-26%
O=C(NCCOCCn1c(=O)oc2ccccc21)Nc1ccc(F)cc1	-4%
CCOc1ccc(Cl)cc1-c1cc(C(=O)NCc2ccccc2)[nH]n1	-27%
COCCCNc1ccn2nc(-c3ccc(OCCN4CCOCC4)cc3)cc2n1	42%
COc1cccc(C(=O)Nc2ccc(-c3nc4ccc(C)cc4s3)cc2)c1OC	?
CC1(C(=O)Nc2ccc(Cl)cc2)Cc2c(-c3cccc(C(F)(F)F)c3)ccnc2O1 (configuration not stated)	-26%

(listing goes on)
SMILES	BRCA1 expr act
CN(C(=O)C1Cc2c(-c3ccc(Cl)cc3)ccnc2O1)c1ccccc1 (configuration not stated)	5%
COC(=O)c1ccc2nc(-c3ccc(F)cc3)c(Cc3ccsc3)n2c1	14%
CC(=O)Nc1ccc(-c2ccnc3c2CC(C(=O)Nc2cccc(C(C)=O)c2)O3)cc1 (configuration not stated)	0%
Cc1ccc(O/C=C2/Nn3c(nnc3-c3cc(-c4ccccc4)n[nH]3)S2)cc1	1%
Cc1oc(-c2ccccc2F)nc1CS(=O)(=O)CC(=O)NCCc1ccc(Cl)cc1	0%
COc1ccccc1CNC(=O)Nc1nnc([C@H]2C[C@H](O)[C@@H](CO)O2)s1	2%
CC(NC(=O)c1cnn2c1NC(=C1CC1)C=C2C(F)F)c1ccncc1 (configuration not stated)	16%
CC(=O)Nc1ccc(CNc2nc(NCC3CC3)nc3ccsc23)cc1	17%
COC(=O)CCCn1cc(CN2CC(N3CCCCC3)CS2(=O)=O)nn1 (configuration not stated)	1%
O=C(Nc1ccc2c(c1)OCO2)c1cc(C2CCCCN2S(=O)(=O)c2ccccc2)on1 (configuration not stated)	24%
COc1ccc(-c2coc3c(C(=O)NCc4ccc(C(F)(F)F)cc4)cccc23)c(C)c1	-48%
COc1ccccc1CNC(=O)CCCn1c(=O)c2ccccc2n(CC(=O)Nc2c(C)cc(C)cc2C)c1=O	-1%
Cc1ccc(C(=O)Nc2cc(-c3nc4cc(Cl)ccc4o3)ccc2C)c(C)c1	-21%
O=C(NCc1cccnc1)c1csc([C@H]2C[C@H](O)[C@@H](CO)O2)n1	11%
COc1ccc(N2CCN(S(=O)(=O)c3ccc(C4CCCCC4)cc3)CC2)cc1	1%
CC(C)CCNC(=O)[C@@H](c1ccccc1)N1Cc2ccccc2C1=O	12%
CCOC(=O)c1ccc(N2C(=O)c3n[nH]c(-c4ccco4)c3C2c2cccc(F)c2)cc1 (configuration not stated)	-79%
COc1ccc2nc(NC(=O)c3nc(SCc4cccc(C)c4)ncc3Cl)sc2c1	-10%
O=c1c2sc3ccccc3c2n(Cc2ccc(Cl)cc2)c(=O)n1Cc1ccco1	2%
Cc1ccc(C)c(CC(=O)N2CCCCC2c2cc(C(=O)Nc3cccc(C#N)c3)no2)c1 (configuration not stated)	0%
COc1ccc(-c2nc(C)c(CCNC(=O)C(=O)Nc3ccccc3C#N)s2)cc1OC	12%
COc1ccc(Cn2cc(CN3CC(N4CCCC4)CS3(=O)=O)nn2)cc1 (configuration not stated)	9%
CCOC(=O)N1CCN(C(=O)C[C@@H]2C[C@@]3(C(=O)OC)CCCCC=C3N(Cc3ccccc3)C2=O)CC1	5%
CCc1ccc(NC(=O)Cn2c(=O)n(CCc3ccccc3)c(=O)c3sc4ccccc4c32)cc1	3%
O=C(Nc1ccc(F)cc1F)c1ccc2c(=O)n3c(nc2c1)CCCCC3	4%
Further records.
SMILES	BRCA1 expr act
NC(c1csc(Nc2cc(Oc3ccccc3)ncn2)n1)C1CCCCC1 (configuration not stated)	-57%
CCOC(=O)c1cc(-c2ccccc2)nn1Cc1ccccc1	?
CC(=O)Nc1cc(-c2cccc(NS(C)(=O)=O)c2)cn2c(-c3ccccc3)cnc12	-12%
COc1ccc(Cn2c(=O)c3cccnc3n(Cc3cccc(OC)c3)c2=O)cc1	-1%
CC(C)C[C@H]1CN(CCCC[C@H]2CNC(=O)C(=O)N2CCC2CCCCC2)C(=O)C(=O)N1CC1CCCCC1	-1%
COc1c(C)cc(C(O)c2ncc(-c3ccc(C(F)(F)F)cc3)[nH]2)cc1C (configuration not stated)	-6%
COc1ccc(Nc2ncc(C(=O)N3CCN(c4cccc(Cl)c4)CC3)c3ccccc23)cc1	-58%
Cc1cccc(-c2noc(-c3ccccc3OCC(=O)Nc3ccccc3[N+](=O)[O-])n2)c1	1%
COc1cccc(NC(=O)CN2C(=O)C3(SCC(=O)N3c3cc(C)cc(C)c3)c3ccccc32)c1 (configuration not stated)	-9%
CC(=O)N1c2c(cc(Br)cc2S(=O)(=O)N2CCN(c3ccccc3)CC2)CC1C (configuration not stated)	0%
Cc1ccc(-c2c(C)n3c4c(=O)n(C)c(=O)n(C)c4nc3n2-c2cccc(O)c2)cc1	-3%
CCn1cc2nc(SCC(=O)Nc3cc(OC)cc(OC)c3)n(Cc3ccc(Cl)cc3)c(=O)c2n1	-34%
COc1ccc(CNC(=O)CCC(=O)N2CC3CCCN3c3ccccc32)c(OC)c1 (configuration not stated)	-12%

Copied from the list:
BRCA1 expr act, Cc1cccc(-c2noc(-c3ccccc3OCC(=O)Nc3ccccc3[N+](=O)[O-])n2)c1 reads 1%
BRCA1 expr act, COc1c(C)cc(C(O)c2ncc(-c3ccc(C(F)(F)F)cc3)[nH]2)cc1C (configuration not stated) reads -6%

The list is partial; rates above refer to the full screens.
